# Screens: PubChem, National Center for Advancing Translational Sciences (NCATS)
# ALDH1A1 block = inhibitors of human aldehyde dehydrogenase 1A1; Purified ALDH1A1, NADH fluorescence, propionaldehyde substrate; 220,000 compounds, 7.3% hits; P00352; Potency, µM (titrated, usually from 75.3 µM), without a hit: top-dose activity, negative = inhibition, actives largely listed as inhibitors; active means well fitted inhibition curve with a large enough effect, not every such curve was filed as active; inconclusive means small, poorly fitted or top-dose-only effect, or another doubt; inactive means no such curve, though single readings can be large or run the other way;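 further: plate controls were no enzyme wells and a reference inhibitor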
# aGlu spleen mod = lysosomal alpha-glucosidase (human) modulation; P10253; human spleen homogenate, 4-MU-alpha-glucoside fluorescence; Potency, µM (highest dose often 79.9 µM), inactives show top-dose activity change, negative = inhibition, hits mostly inhibitors; 240,000 compounds, 0.006% hits;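 further: 0% = enzyme with vehicle and -100% = no enzyme basal signal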
#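 AC50 values come from Hill-equation fits of concentration-response data, normalized to no-enzyme and full-activity controls. Enzyme source: 1 ug human spleen homogenate; 1 mM fluorogenic 4-MU glucoside, pH 5.0 citrate buffer, 37 C, 40 min.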
# NPSR antagonist = blocks cAMP signaling of the human neuropeptide S receptor. Q6W5P4. CHO-NPSR cells, cAMP TR-FRET, antagonist mode. Potency, µM (top dose mostly 38.3 µM), inactives show top-dose activity change, negative = inhibition, hits mostly inhibitors. 220,000 compounds, 1% hits. AID 1461; further: on the % scale 0 is the no-effect control and ±100 the full control effect; nearly all actives have a fitted effect of over 50% in size; many of its hits are not listed in these tables
# Target sequence (Q6W5P4 whole entry, looked up): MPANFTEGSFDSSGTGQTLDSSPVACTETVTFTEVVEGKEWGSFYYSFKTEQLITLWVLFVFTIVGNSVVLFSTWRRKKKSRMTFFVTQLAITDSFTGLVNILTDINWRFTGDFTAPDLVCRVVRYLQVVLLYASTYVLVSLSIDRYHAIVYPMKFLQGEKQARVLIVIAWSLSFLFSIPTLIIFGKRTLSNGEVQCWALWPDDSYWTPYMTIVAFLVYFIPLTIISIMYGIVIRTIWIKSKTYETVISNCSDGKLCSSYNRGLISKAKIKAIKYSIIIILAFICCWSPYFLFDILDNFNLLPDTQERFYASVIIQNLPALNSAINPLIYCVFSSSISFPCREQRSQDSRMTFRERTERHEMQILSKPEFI
# GAA inh = blocks human lysosomal alpha-glucosidase | P10253 | Potency, µM (top dose mostly 76.9 µM), inactives show top-dose activity change, negative = inhibition, usual class: inhibitors | 200,000 compounds, 0.005% hits | purified human GAA, 4-MU-alpha-glucoside fluorescence | AID 1466;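 further: plate controls were uninhibited enzyme wells for no effect and no-enzyme background for full effect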
#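 Activity normalized between no-enzyme (basal) and enzyme-only wells. Conditions: 4 nM human enzyme, 400 uM fluorogenic substrate, citrate/phosphate pH 5.0 with Tween-20, 20 min room temperature, compounds up to 77 uM.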
# GAA glycogen mod = GAA glycogen-cleavage inhibition or activation; Potency, µM (series often up to 76.4 µM), for inactives: at the highest dose activity change, negative = inhibition, most hits filed as inhibitors; recombinant GAA, glycogen substrate, Amplex Red glucose oxidase fluorescence; P10253; 300,000 compounds, 0.38% hits;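 further: 0% = full enzyme reaction and -100% = no-enzyme basal signal; the screen sought inhibitors and activators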
#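 qHTS, 1536-well; enzyme 4 nM final; cpd up to 77 uM; substrate bovine liver glycogen 30 ug; 50 mM citrate/phosphate pH 5.0, 0.01% Tween-20; 37 C, 40 min; Amplex Red detection 45 min RT; Hill fit → AC50.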
# aGal spleen mod = inhibits or activates alpha-galactosidase in human spleen homogenate | P06280 | human spleen homogenate, 4MU-alpha-Gal fluorescence, 40 min | Potency, µM (doses to about 80 µM), for the others: at the highest dose activity change, negative = inhibition, most hits filed as inhibitors | 240,000 compounds, 0.008% hits | AID 2107;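 further: 0% = enzyme with vehicle and -100% = no enzyme basal signal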
# Target sequence (P06280 32-429 limits assumed): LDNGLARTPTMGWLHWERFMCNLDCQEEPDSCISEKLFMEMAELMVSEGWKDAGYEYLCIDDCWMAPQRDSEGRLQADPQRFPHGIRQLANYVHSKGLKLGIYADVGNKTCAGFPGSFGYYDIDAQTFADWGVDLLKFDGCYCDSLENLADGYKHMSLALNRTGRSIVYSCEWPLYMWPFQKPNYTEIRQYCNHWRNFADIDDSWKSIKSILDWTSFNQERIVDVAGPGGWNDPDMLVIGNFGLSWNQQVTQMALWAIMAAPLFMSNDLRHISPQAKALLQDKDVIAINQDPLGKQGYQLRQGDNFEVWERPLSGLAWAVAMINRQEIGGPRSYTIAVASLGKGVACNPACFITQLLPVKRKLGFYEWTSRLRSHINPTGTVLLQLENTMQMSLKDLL
#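 Inhibition or activation of alpha-galactosidase in human spleen homogenate is scored by 4-MU fluorescence after 40 min at 37C, pH 5.0, with 1 mM substrate. AC50s come from concentration-response fitted to the Hill equation.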
# Epigenetic derep = epigenetic control regulation, reporter derepression. murine LDR cells, GFP reporter derepression, 30 h. Potency, µM (titrated, usually from 53.9 µM), for the others: at the highest dose GFP activation, usual class: activators. 280,000 compounds, 0.2% hits. AID 1865; further: % of control where 0% means no effect; nearly all actives have a fitted effect of over 60% in size
#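 Reporter derepression read as number of fluorescent GFP-positive objects, 20-120 um in size, counted by laser-scanning cytometer. Mouse LDR line with an epigenetically silenced CMV-GFP locus; compound incubation 30 h, 37 C.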
# Tau fluor counter = counter-screen for tau fibril formation inhibitors; 280,000 compounds, 0.93% hits; tau K18 P301L Alexa594 fluorescence, heparin fibrillization; Potency, µM (series often up to 57.7 µM), for inactives: at the highest dose activity change, negative = decrease; further: on the % scale 0 is the no-effect control and ±100 the full control effect; nearly all actives have a fitted effect of over 55% in size
#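 Human tau K18 P301L (15 uM unlabeled, 0.24 uM Alexa 594-labeled) in 100 mM sodium acetate pH 7 with 20 uM heparin, 6 hr at 37 C. ThT 30 uM added, 1 hr ambient; Alexa 594 FP and total fluorescence read at 555/632 nm.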
# * hit, by the source's call; ? = inconclusive; . = not tested or not shown; [ ] = another dose, or the depositor's remark. Unless noted, the call rests on the fitted dose curve; in most records, active means well fitted curve in the direction sought with a large enough effect; inconclusive means small, poorly fitted or top-dose-only effect, or another doubt; inactive means no such curve, though single readings can be large; an effect the other way counts as inactive or inconclusive. Potency means the concentration at half of the fitted maximal effect.
structure	GAA glycogen mod	GAA inh	NPSR antagonist	aGal spleen mod	aGlu spleen mod	ALDH1A1 block	Epigenetic derep	Tau fluor counter
CCCCC(=O)N/N=C(C)/C=C/c1ccccc1F	2.3%	-12.0%	-9.2%	-12.1%	.	6.3%	2.2%	-1.1%
COc1cccc(/C=N/NC(=O)CCc2n[nH]c(=O)[nH]c2=O)c1O	1.5%	-2.1%	15.2%	7.7%	0.2%	10.2%	1.0%	-2.7%
CC(C)Oc1ccc(CNCCC2(C(C)C)CCOC(C)(C)C2)cc1 (configuration not stated)	4.7%	-11.0%	-6.2%[46.1 µM]	3.9%	7.3%	1.7%	1.8%	-16.8%
CC1CCCC(C)N1C(=O)COC(=O)C(Cc1ccccc1)NC(=O)c1cccs1 (configuration not stated)	3.2%	-0.5%	31.6%	11.8%	14.6%	1.4%	0.0%	3.5%
CCN(CC)c1ccc(CN(C(=O)c2cc(OC)c(OC)c(OC)c2)C2CCS(=O)(=O)C2)cc1 (configuration not stated)	-12.8%	4.4%	-17.6%[46.1 µM]	-2.6%	-7.6%	7.0%	2.3%	-5.4%
CC1(C)Cc2nc3nc(SCC(=O)Nc4ccccc4)nc(N)c3cc2CO1	15.6%	0.1%	-29.7%	-1.3%	1.9%	?	-0.3%	-9.2%
COc1ccccc1CC(=O)N1CCCC(CCC(=O)NCc2ccccc2F)C1 (configuration not stated)	0.1%	.	-2.5%	8.3%	-1.9%	.	-1.1%	-10.4%
COc1cc(NC(=O)C2CC(c3cccc(OC)c3OC)=NO2)cc(OC)c1OC (configuration not stated)	1.3%	-1.7%	-7.1%[46.1 µM]	?	-11.6%	?	-1.6%	-0.6%
O=C(NCC1CCCN(C(=O)c2cscn2)C1)c1ccccc1Cl (configuration not stated)	8.7%	?	-8.6%	-2.1%	-1.7%	3.3%	-1.1%	-1.1%
O=C(c1cc(C2CC2)nc2ccc(Br)cc12)N1N=C(C(F)F)CC1(O)C(F)F (configuration not stated)	-4.5%	-5.4%	-27.5%	-1.3%	-1.8%	-5.7%	0.1%	-28.8%
CSc1nc2cc(S(=O)(=O)N3CCOCC3)ccc2s1	9.0%	?	-2.5%[46.1 µM]	-5.4%	-6.7%	?	-0.8%	5.5%
COc1ccccc1CC(=O)N1CCN(c2cccc(C(F)(F)F)c2)CC1	-0.8%	5.3%	7.3%[46.1 µM]	8.3%	1.5%	-0.4%	1.9%	-15.0%
O=[N+]([O-])c1cc(S(=O)(=O)N2CCCC2)ccc1N/N=C/c1ccncc1	1.3%	11.3%	1.2%	15.1%	0.3%	?	-3.2%	-14.8%
COc1ccc(N(C)C(=O)Cc2c(C(=O)O)[nH]c3ccccc23)c(OC)c1	11.9%	2.4%	-10.6%	-7.9%	-6.7%	9.9%	-0.1%	-0.8%
O=C(CSCC(=O)Nc1ccc2ccccc2c1)NCc1ccccc1	2.4%	1.6%	0.8%[46.1 µM]	10.9%	3.0%	5.0%	0.9%	-22.7%
Cn1nnnc1SCCNCc1ccccc1OCc1ccc(Cl)cc1	10.0%	0.5%	8.5%	4.2%	0.0%	2.0%	0.0%	13.2%
COc1ccc2[nH]c(C)c(CCN(Cc3cccs3)C(=S)Nc3ccccc3)c2c1	-16.0%	-0.4%	-13.9%[46.1 µM]	-0.9%	-3.0%	?	-0.8%	?
CC(C)(C)NC(=O)Cn1nnc(-c2ccccc2NC(=O)c2cnccn2)n1	1.3%	1.1%	-11.6%[46.1 µM]	-7.0%	-11.0%	2.3%	-1.1%	-5.1%
CN(c1ccc(C(=O)NCc2ccncc2)cc1)S(C)(=O)=O	-9.1%	-1.7%	5.6%[46.1 µM]	-1.4%	-5.0%	4.8%	2.6%	3.1%
Cc1ccc(N(CC(O)Cn2c3ccccc3c3ccccc32)S(C)(=O)=O)c(C)c1 (configuration not stated)	-4.7%	?	?	-1.8%	-0.5%	?	2.4%	?

# Sorted by the number under GAA glycogen mod (highest first): 3 from the list above.
compound	GAA glycogen mod
CC(C)Oc1ccc(CNCCC2(C(C)C)CCOC(C)(C)C2)cc1 (configuration not stated)	4.7%
CC1CCCC(C)N1C(=O)COC(=O)C(Cc1ccccc1)NC(=O)c1cccs1 (configuration not stated)	3.2%
COc1ccccc1CC(=O)N1CCN(c2cccc(C(F)(F)F)c2)CC1	-0.8%

# (further entries)
structure	GAA glycogen mod	GAA inh	NPSR antagonist	aGal spleen mod	aGlu spleen mod	ALDH1A1 block	Epigenetic derep	Tau fluor counter
CN(C)c1ccc(C2/C(=C(/O)c3ccccc3)C(=O)C(=O)N2CCCC(=O)O)cc1 (configuration not stated)	-16.9%	.	11.7%	1.9%	-14.5%	.	0.0%	-1.9%
CN1C(=S)SC(C)(NO)C1(C)C (configuration not stated)	?	-2.0%	2.8%[46.1 µM]	4.7%	-4.5%	0.794µM*	0.9%	-3.5%
CC1(C(=O)O)CCC(C(=O)Nc2ccccc2)C1(C)C (configuration not stated)	6.6%	6.0%	-3.3%[46.1 µM]	-16.3%	-0.9%	-1.0%	0.9%	0.0%
Cc1cc(C)nc(SCCC(=O)Nc2cccc3ccccc23)n1	1.0%	-1.9%	0.3%[46.1 µM]	-5.1%	-1.8%	1.1%	-1.5%	-4.9%
O=C1CCN(S(=O)(=O)c2ccc(Br)cc2)CCN1	2.6%	-0.7%	5.8%	?	-10.7%	8.3%	-2.7%	1.3%
Clc1ccc(-c2nnc(CSc3nnc(-c4cccs4)o3)o2)cc1	4.0%	-7.0%	-6.7%[46.1 µM]	-1.1%	-0.4%	-4.5%	0.0%	-9.4%
CCC(=O)N1CCN(c2nc3ccccc3s2)CC1	-9.2%	5.8%	-0.9%[46.1 µM]	-1.4%	-1.8%	-2.8%	2.6%	-7.5%
Cc1cccc(Cl)c1NC(=O)N1CCCN(c2nc3ccc(Cl)cc3s2)CC1	4.1%	?	?	1.3%	-0.1%	12.4%	1.1%	-15.3%
CC1(C)CC(=O)C(C=Nc2ccccc2Sc2ccccc2)=C(O)C1	-1.8%	-4.8%	-27.5%[46.1 µM]	-1.7%	-8.2%	?	0.1%	-13.2%
CCN1CCN(C(=S)Nc2cc(C(=O)OC)ccc2C(=O)OC)CC1	1.4%	4.7%	8.0%	16.8%	5.2%	?	4.5%	-6.7%
CCOc1ccc(S(=O)(=O)NCc2ccc(Cl)cc2)c2cccnc12	-18.0%	-1.2%	9.6%	-0.7%	-5.0%	?	0.1%	-17.8%
CC(=O)Nc1sc(NC(=O)c2ccc([N+](=O)[O-])cc2)nc1-c1cccs1	-20.1%	.	20.0%	2.7%	2.1%	.	-2.2%	?
COc1cc2nc(N(C)CCCNC(=O)[C@@H]3CCCO3)nc(N)c2cc1OC	.	.	.	?	?	?	0.0%[16.9 µM]	.
c1ccc(CSc2nc3ccccc3[nH]2)cc1	1.1%	.	6.1%	6.9%	-12.8%	.	-2.6%	-10.6%
O=C1CC(c2ccc(Br)cc2)NC(c2ccc(Br)cc2)C1c1ccccc1 (configuration not stated)	3.9%	2.8%	-46.8%	-1.2%	-7.4%	?	0.0%	2.7%
COc1ccc(NC(=O)CC(c2ccccc2)c2ccco2)cc1 (configuration not stated)	0.3%	?	-38.5%	-3.6%	-0.7%	-12.1%	-1.4%	-27.1%
O=C(NC(=O)c1ccc(F)cc1)Nc1nc(-c2cccs2)cc(C(F)(F)F)n1	6.0%	5.3%	-2.0%	-4.2%	2.2%	?	-0.8%	-8.9%
COCCNC(=O)CN(C(=O)c1ccc(N2CCCC2)nc1)c1ccccc1	5.7%	-0.4%	2.3%	-2.5%	2.8%	0.5%	-0.1%	-6.3%
CCCS(=O)(=O)Nc1cccc(-c2nc3cccnc3s2)c1	-2.8%	.	-21.3%	0.9%	-3.4%	.	-2.8%	0.7%
CNC(=O)C1CC(=O)N(CCc2ccc(OC)c(OC)c2)C(=Nc2ccc(F)cc2)S1 (configuration not stated)	0.1%	?	-12.4%	1.6%	-0.7%	10.1%	2.6%	-6.4%
CC(C)CCN(CCC(C)C)CC(O)Cn1c2ccccc2c(=O)c2ccccc21 (configuration not stated)	4.5%	1.2%[15.4 µM]	?	0.5%	-2.4%	?	-0.8%	-26.6%
CCn1cnc2sc(C(=O)Nc3ccccc3OC)c(C)c2c1=O	4.0%	.	-55.8%	14.2%	6.5%	.	0.9%	-22.7%
COc1ccc(OC)c(NC(=O)Cn2c(=O)oc3ccccc32)c1	-0.8%	-1.0%	8.7%[7.67 µM]	3.6%	2.2%	1.3%	0.0%	-12.9%
Clc1ccc(-n2ncc3c(N4CCCCCC4)ncnc32)cc1	1.4%	0.3%	-21.6%[46.1 µM]	2.6%	0.9%	-9.5%	-0.8%	-11.4%
C/C(=N\NC(=O)C1CC1)c1ccccc1O	6.7%	0.3%	8.1%	1.4%	-15.6%	14.8%	-0.4%	4.2%
Cc1noc(C)c1C(=O)N1CCOCC1	-1.9%	-3.8%	1.3%[46.1 µM]	-4.5%	-7.4%	13.2%	4.2%	0.6%
O=C(C1CC(c2ccc(F)cc2)=NO1)N1CCc2ccccc2C1 (configuration not stated)	4.2%	1.7%	-5.0%[46.1 µM]	-0.6%	-0.8%	-9.7%	-5.1%	-15.8%
CCCC(=O)Nc1cc(C)c(NC(=O)c2ccncc2)cn1	7.5%	-2.0%	-15.9%[46.1 µM]	2.8%	2.2%	9.0%	0.5%	7.2%
CCOc1cccc(C(=O)c2ccc(O)c(O)c2O)c1	.	.	.	-9.5%	-5.8%	1.58µM*	-1.3%	?
CCOC(=O)c1ccccc1NC(=O)Cn1cnc2c(cnn2-c2ccc(F)cc2)c1=O	0.8%	-6.3%	-3.5%[46.1 µM]	5.3%	3.7%	6.1%	-0.9%	-9.2%
Cc1cc(NC(=O)c2cc([N+](=O)[O-])cc([N+](=O)[O-])c2C)no1	-3.9%	6.3%	4.9%	8.1%	-0.6%	-1.3%	0.0%	-2.5%
Cn1cccc1C(=O)C(=O)Nc1ccccc1C(F)(F)F	-2.3%	-4.0%	-10.5%	-12.0%	.	-12.7%	-3.9%	-6.0%

# This is a subset; the hit share may differ from the screen's.
